Bioassay records (PubChem BioAssay)
LDHA inh – blocks human lactate dehydrogenase A | P00338 | 480,000 tested, 0.15% active | activity change, % (values are at about 110 or 230 µM) | AID 1347041 | purified LDHA, NADH/diaphorase-resazurin fluorescence; stronger effect = lower value; in the data active = activity change below about -30%; inconclusive = mostly about -25% to -30%;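 also: plate controls were DMSO wells for no effect and wells without enzyme for full effect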
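LDH5 2 nM; NADH 0.06 mM, pyruvate 0.2 mM; 200 mM Tris pH 7.4, EDTA, Tween-20; 5 min RT. Detection: diaphorase 0.133 mg/mL + resazurin 37 µM, fluorescence ex540/em590 at 0 and 20 min; normalized to enzyme-free and DMSO wells.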
Vif-APOBEC3F blk – Vif-A3F binding inhibition | HeLa A3F-eYFP + Vif (tagged APOBEC3F with the HIV-1 protein that degrades it), YFP fluorescence increase | Potency, µM (series often up to 46.1 µM), for the others: at the highest dose activity, negative = active | 390,000 tested, 0.2% active | AID 602313; also: potency is read from the fitted curve at half-maximal effect; % of control where 0% means no effect; nearly all actives have a fitted effect of over 65% in size
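Fluorescence increase (Ex 488/Em 500-530) after overnight compound treatment at 37 deg C flags inhibition of Vif-driven A3F-eYFP loss in stable HeLa A3F-eYFP/Vif cells seeded overnight beforehand.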
D1 ag – human D1 receptor agonism; P21728; HEK293 T-REx D1 cells, calcium flux, agonist mode; activation, % at 2 µM; 360,000 tested, 1% active; in the data active = activation above about 30%; also: 0% is about no effect
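Inducible HEK293 T-REx D1 cells, force-coupled to calcium signalling, were plated at 4000 cells/well with tetracycline and held overnight at 30 C. After no-wash calcium dye loading, compound-evoked calcium rise over 180 s flagged agonists.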
D1 PAM – human D1 dopamine receptor positive modulation. P21728. HEK293 TREx D1 cells, calcium flux, dopamine EC20 potentiation. potentiation, % at 10 µM. 360,000 tested, 0.036% active. AID 504651; in the data active = potentiation above about 30%; also: 0% is about no effect
RXFP1 ag – RXFP1 (human) receptor agonism; HEK293T-RXFP1 cAMP TR-FRET, 30 min; response scale: percent of porcine relaxin response, buffer zero; AID 2676; Potency, µM (series often up to 57.5 µM), for inactives: top-dose activation, most hits filed as activators; 370,000 tested, 0.3% active; also: potency is read from the fitted curve at half-maximal effect; % is scaled to controls: 0 for no effect and ±100 for the full control effect; nearly all actives have a fitted effect of over 60% in size; many of its hits are not listed in these tables
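Agonist response is measured as cAMP accumulation in an RXFP1-transfected HEK293T line under PDE4 inhibition. Values are scaled between buffer-only and 29 nM porcine relaxin, and EC50s come from standard Hill equation fits.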
Glioma ERSR ind – ER stress response induction in glioma; U87-MG GRP78 promoter luciferase reporter, 16 h; Potency, µM, without a hit: at the top dose activation, usual class: activators; 420,000 tested, 0.02% active; AID 602332; also: potency is read from the fitted curve at half-maximal effect; series mostly up to about 76 µM; % of control where 0% means no effect; nearly all actives have a fitted effect of over 35% in size
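Stably transfected U87-MG human glioma cells carrying a GRP78-based luminescent sensor were seeded at 1000 cells/well, pin-dosed with compounds and incubated 16 h. Luciferase reagent was then added, and end-point luminescence was read after 10 min at room temperature.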
D1 antagonist – human D1 dopamine receptor antagonism; AID 504652; P21728; HEK293 TREx D1 cells, calcium flux, dopamine EC80; stronger effect = lower value; activity change, negative = inhibition, % at 10 µM; 360,000 tested, 3.2% active; in the data active = activity change below about -30%; also: % is scaled to controls: 0 for no effect and ±100 for the full control effect
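Calcium flux readout: force-coupled, inducible Hek293 Trex D1 line, cells induced overnight at 30 C with tetracycline, dye-loaded 30–90 min at RT. Antagonism scored against EC80 dopamine challenge given 180 s after compound.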
D2 potentiator – positive allosteric modulators of human D2 dopamine receptor; HEK293 T-REx D2, calcium flux, EC20 dopamine potentiation; potentiation, % at 10 µM; 340,000 tested, 0.34% active;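 active = potentiation over 3 SD above the plate norm, cut at about 30% in these data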; also: 0% is about no effect
Target sequence (P14416 whole entry, looked up): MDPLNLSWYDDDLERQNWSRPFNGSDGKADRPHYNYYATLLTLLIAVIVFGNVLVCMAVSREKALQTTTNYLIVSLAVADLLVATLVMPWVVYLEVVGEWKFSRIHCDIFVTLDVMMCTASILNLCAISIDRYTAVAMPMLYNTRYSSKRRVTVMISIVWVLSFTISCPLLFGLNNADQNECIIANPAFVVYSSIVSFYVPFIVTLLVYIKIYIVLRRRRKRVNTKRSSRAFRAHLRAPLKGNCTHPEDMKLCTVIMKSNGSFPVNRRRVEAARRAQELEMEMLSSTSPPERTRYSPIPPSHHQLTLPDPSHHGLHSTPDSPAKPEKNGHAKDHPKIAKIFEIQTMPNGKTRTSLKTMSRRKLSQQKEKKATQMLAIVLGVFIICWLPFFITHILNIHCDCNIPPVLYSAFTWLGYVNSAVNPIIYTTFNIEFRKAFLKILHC
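Potentiation of an EC20 dopamine calcium response measured kinetically over 180 s, after a preceding 180 s compound-only read flagging agonists. Cells: inducible Hek293 Trex D2 line, 4000/well, cultured overnight at 30 C before dye loading.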
Vif-APOBEC3G blk – Vif-A3G binding inhibition; 410,000 tested, 0.076% active; Potency, µM (series often up to 46.1 µM), for the others: top-dose activity, negative = active, usual class: inhibitors; Q9HC16; HeLa A3G-eYFP + Vif (tagged APOBEC3G with the HIV-1 protein that degrades it), YFP fluorescence, overnight; AID 602310;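 also: potency is read from the fitted curve at half-maximal effect; % is scaled to controls: 0 for no effect and ±100 for the full control effect; nearly all actives have a fitted effect of over 60% in size; hits raise eYFP signal because A3G escapes Vif-driven loss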
Target sequence (Q9HC16 whole entry, looked up): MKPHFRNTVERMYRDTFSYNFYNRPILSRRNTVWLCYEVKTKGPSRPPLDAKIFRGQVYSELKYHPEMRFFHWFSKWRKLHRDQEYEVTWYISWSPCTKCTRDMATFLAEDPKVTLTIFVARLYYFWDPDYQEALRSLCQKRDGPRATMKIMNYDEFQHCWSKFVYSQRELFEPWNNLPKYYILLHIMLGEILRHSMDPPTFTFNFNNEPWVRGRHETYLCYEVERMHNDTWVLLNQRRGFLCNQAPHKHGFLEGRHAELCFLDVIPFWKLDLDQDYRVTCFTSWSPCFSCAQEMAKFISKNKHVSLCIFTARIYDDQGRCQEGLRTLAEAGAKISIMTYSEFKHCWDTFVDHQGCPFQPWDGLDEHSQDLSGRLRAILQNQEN
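Read-out is eYFP fluorescence (Ex 488/Em 500-530) from Vif-expressing HeLa A3G-eYFP cells; more signal means A3G escaped Vif-mediated degradation. Cells plated overnight, compound pinned in, incubated overnight at 37 deg C.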
* marks the source's active call; other numbers are inactive results; ? = inconclusive; nt = no result given; & = joins results of further samples. Unless noted, calls follow the shape of the dose curve; as a rule, active = well fitted curve in the direction sought with a large enough effect; inconclusive = small, poorly fitted or top-dose-only effect, or another doubt; inactive = no such curve, though single readings can be large; an effect the other way counts as inactive or inconclusive.

entry	Compound	D1 ag	Glioma ERSR ind	Vif-APOBEC3G blk	D1 antagonist	Vif-APOBEC3F blk	LDHA inh	D2 potentiator	RXFP1 ag	D1 PAM
1	C#CCOCCOCCOCCNc1nc(N2CCN(C(=O)C([C@@H](C)O)n3cc([C@@H](N)CCCCN)nn3)CC2)nc(N2CCN(C(=O)[C@H](CC(N)=O)n3cc([C@@H](N)C(C)C)nn3)CC2)n1 (some centres undefined)	nt	-3%	2%	nt	4%	-5	nt	nt	nt
2	CCOc1ccc(C(C)=O)cc1COC(=O)CNC(=O)c1cccs1	-1	-3%	2%	-26	4%	-2	-5	0.6%	-6
3	COc1ccc(OC)c(S(=O)(=O)N2CCN(CC(O)COc3ccccc3)CC2)c1 (centres undefined)	0	0%	1%	3	12%	-7	-19	-0.5%	-3
4	CC(=O)Nc1ccc(SCC(=O)N(CCC#N)c2ccc(C)cc2)cc1	7	-1%	1%	20	-3%	-10	-12	-0.6%	1
5	O=C(c1ccc(N2CCOCC2)c([N+](=O)[O-])c1)N1CCN(Cc2ccccc2)CC1	2	-2%	-1%	-2	4%	-6	-20	0.6%	-3
6	CC(C(=O)NCCC1=CCCCC1)c1ccc([N+](=O)[O-])cc1 (centres undefined)	5	0%	-1%	-1	11%	-7	-5	1.8%	1
7	O=C(Nc1ccc(N2CCCCC2)c(S(=O)(=O)Nc2ccccc2Cl)c1)c1cccnc1	nt	-4%	-9%	nt	-34%	2	nt	nt	nt
8	CCOc1ccccc1N(C(C)=O)S(=O)(=O)c1ccc(Cl)cc1	1	3%	1%	-6	9%	-2	0	1.7%	1
9	COc1ccc(C(=S)N2CCCC2)cc1C	2	-3%	1%	0	-4%	-5	11	0.9%	0
10	O=C(NCCc1ccccc1)C1CCCN(S(=O)(=O)c2cccc3nonc23)C1 (centres undefined)	1	1%	-2%	-9	-7%	-7	7	-1.7%	-5
11	CC1CCC(NS(=O)(=O)c2ccc(Cl)s2)CC1 (centres undefined)	11	0%	-2%	-20	2%	1	-3	-0.2%	3
12	O=C(CN1CCSCC1)N/N=C/c1cccc(Cl)c1	0	0%	2%	-1	2%	-17	2	-1.5%	-3
13	NC(=O)C1CCN(C(=O)c2cc(-c3ccc(Cl)cc3)nc3ccccc23)CC1	nt	-1%	0%	nt	3%	-6	nt	nt	nt
14	COc1cccc(CC2(CO)CCCN(Cc3ccc(OC)c(C)c3OC)C2)c1 (centres undefined)	25	-4%	1%	-20	0%	-3	-7	1.0%	-6
15	O=C1CCc2cc(S(=O)(=O)NC(C(=O)NCc3cccnc3)c3ccccc3)ccc2N1 (centres undefined)	0	-6%	2%	1	4%	-4	21	0.6%	1
16	COc1ccc(C(=O)/C=C/C(=O)N(Cc2ccccc2)C(C(=O)NC2CCCCC2)c2ccncc2)c(O)c1 (centres undefined)	3	-3%	-5%	-10	0%	4	2	-0.9%	-2
17	C/C(=N\NC(=O)c1cccs1)c1ccc(C(=O)O)s1	4	10%	1%	-1	-3%	-10	-5	0.1%	-2
18	CCn1c(SCC(=O)N(C)C2CCS(=O)(=O)C2)nnc1-c1cccs1 (centres undefined)	1	-2%	0%	-5	11%	-2	43*	5.4%	-1
19	O=C(O)c1nnn(-c2cc(C(F)(F)F)cc(C(F)(F)F)c2)c1-c1ccccc1	4	-1%	6%	-3	2%	-2	0	3.6%	-6
20	O=C(CSc1nncc(=O)[nH]1)NC1CCCCC1	2	-2%	0%	7	7%	2	nt	0.3%	-7
21	Cc1cc(NC(=O)Nc2cccs2)no1	5	5%	0%	3	1%	-7	13	0.1%	5
22	NC(=O)c1c(NC(=O)c2ccccc2F)sc2c1CCCC2	2	7%	-6%	11	-8%	-2	2	2.5%	2
23	COc1ccc(/C=C/C(=O)NCCSCc2ccco2)cc1OC	1	-2%	-2%	-13	-3%	-2	-8	-0.2%	-1
24	CCOc1ccccc1C(=O)NCc1nc2cccnc2n1Cc1ccc(C)cc1	0	0%	0%	11	-1%	-7	5	-3.4%	-1
25	CC(=O)N(C)c1ccc(C(O)(C(F)(F)F)C(F)(F)F)cc1	4	-4%	0%	5	-15%	-3	nt	0.2%	13
26	Cc1cnc(NC(=O)c2sc(Nc3ccccc3)nc2N)o1	1	9%	-4%	-10	1%	-12	-6	3.6%	-7
27	CN1CCOCCOCCN(C)C1=O	2	-3%	1%	3	-3%	-8	1	1.0%	9
28	Cc1csc2ncnc(N3CCN(C(=O)Nc4ccc(OC(F)(F)F)cc4)CC3)c12	12	0%	-1%	-26	0%	0	15	3.1%	-9
29	Brc1ccc(-c2nnc3n2CCCCC3)cc1	0	-6%	-5%	-1	-3%	-6	20	0.8%	8
30	Nc1ccc(OCCc2ccccc2)cc1	1	6%	0%	-13	7%	1	-8	-1.3%	-6
31	CCOC(=O)c1c(C)[nH]c(CCC(=O)NC(C)c2ccccc2)c1C (centres undefined)	3	2%	1%	-9	-5%	-4	-8	3.4%	-1
32	COC(=O)C1CN(C(=O)COc2ccc(Cl)c(C)c2)c2ccccc2O1 (centres undefined)	3	4%	-2%	15	-16%	-4	-12	0.0%	-4
33	COc1ccc(CCCc2nc3ccccc3[nH]2)cc1	4	3%	-8%	-12	-13%	-6	-13	-2.7%	-3
34	N#Cc1ccc(COC(=O)c2ccc3c(c2)OCO3)cc1	nt	3%	0%	nt	-14%	-1	nt	nt	nt
35	COc1cc(/C=N/NC(=O)C2COc3ccccc3O2)ccc1O (centres undefined)	5	-8%	-6%	-10	-3%	1	-2	0.1%	7
36	c1cncc(CSc2nnc3ccc(-c4cccs4)nn23)c1	1	-3%	1%	-14	-5%	-5	6	16%	nt
37	CCCCOP(=O)(OCCCC)C1(NS(=O)(=O)c2ccccc2)C=CC(=O)c2ccccc21 (centres undefined)	2	1%	-2%	18	0%	25	-4	3.0%	-4
38	NC(=O)c1ccc(NC(=O)COc2coc(CN3CCc4ccccc4C3)cc2=O)cc1	0	-3%	1%	-17	-13%	-1	-7	2.0%	-1
39	O=C(CCn1[nH]c(=O)c2ccccc2c1=O)OC1CCCCC1	2	-3%	3%	-5	11%	8	-4	0.2%	-5
40	Cn1cccc1C(=O)NC(=O)COC(=O)CCNS(=O)(=O)c1cccc(C(F)(F)F)c1	3	2%	0%	7	6%	-1	6	-3.1%	-12
41	O=C(NCCc1ccc(F)cc1)Nc1ccccc1	6	0%	5%	-2	-8%	-1	16	-0.2%	-5
42	COc1cccc(-c2csc(N3CCN(C(=S)Nc4ccccc4C)CC3)n2)c1	1	-4%	0%	-33*	2%	1	0	-3.5%	-3
43	Cc1cc(NC(=O)/C(C#N)=C/c2ccc(-c3ccc(SC(F)F)cc3)o2)n(-c2ccccc2)n1	6	-2%	?	-11	?	1	-5	8.4%	-5
44	CC1CN(C(=O)/C(C#N)=C2\N=C(NC(=O)c3ccccc3Cl)c3ccccc32)CC(C)O1 (centres undefined)	2	nt	nt	7	nt	nt	2	-0.2%	-2
45	Cc1cc(NC(=O)c2cnn3c(C(F)F)cc(-c4ccccc4)nc23)no1	1	-3%	-2%	3	-8%	-5	-10	1.5%	1
46	Cc1ccc(CNC(=O)c2ccc(N3CCC4(CC3)CC(c3cccc(Br)c3)=NO4)c(NC(=O)c3c(Cl)cccc3Cl)c2)cc1	5	-7%	4%	-16	9%	-11	-20	-0.2%	-8
47	CC(C(=O)NCc1ccccc1)N1C(=O)CN(C)C(=O)c2ccccc21 (centres undefined)	1	-5%	0%	-5	-2%	-4	-2	-0.9%	1
48	CC(=O)NC(c1ccccc1)c1nc2ccccc2[nH]1 (centres undefined)	0	-2%	1%	-21	-13%	-3	-6	0.1%	1
49	O=C(NCC(c1cccs1)N1CCOCC1)c1cc2ccccc2oc1=O (centres undefined)	nt	-5%	?	nt	1%	-16&-14	nt	nt	nt
50	O=C(COc1ccc(F)cc1)N(CC1=CCS(=O)(=O)C1)c1ccccc1	2	-4%	0%	-9	-7%	-4	0	0.6%	-2
51	COc1ccccc1CN1CCNC(=O)C1CC(=O)NCCCN1CCCC1=O (centres undefined)	2	0%	3%	-8	3%	0	1	0.2%	-4
52	COc1ccc(/C=C(\NC(=O)c2ccc(Cl)cc2)C(=O)NCc2cccnc2)cc1OC	nt	2%	-2%	nt	-3%	-6	nt	nt	nt
53	CCC(C(=O)NCc1ccccn1)n1c2ccccc2c2nc(=O)cc(C)n21 (centres undefined)	3	-5%	5%	7	2%	-1	7	2.9%	3

Record cards (already shown):
Record of Cc1cnc(NC(=O)c2sc(Nc3ccccc3)nc2N)o1 → D1 ag = 1; Glioma ERSR ind = 9%; Vif-APOBEC3G blk = -4%; D1 antagonist = -10; Vif-APOBEC3F blk = 1%; LDHA inh = -12; D2 potentiator = -6; RXFP1 ag = 3.6%; D1 PAM = -7
Record of O=C(NCCc1ccc(F)cc1)Nc1ccccc1 → D1 ag = 6; Glioma ERSR ind = 0%; Vif-APOBEC3G blk = 5%; D1 antagonist = -2; Vif-APOBEC3F blk = -8%; LDHA inh = -1; D2 potentiator = 16; RXFP1 ag = -0.2%; D1 PAM = -5

These rows are one share of the data; rates above refer to the full screens.
